# High-throughput results: PubChem BioAssay, several laboratories
# HIV fusion peptide – inhibitors of HIV fusion peptide binding, primary screen, biochemical, uHTS, fluorescence dequenching (AID 1986). cell-free peptide binding, fluorescence dequenching, 30 min; higher % means a stronger effect. one-dose inhibition, % at 20 µM; IC50 in µM for titrated hits. actives 0.3% (n = 290,000); in the data active = inhibition mostly above about 52%, no sharp cut-off; inactive = mostly below about 76%; also: some results filed as inactive read as strong as hits
# PhoP inhibition – inhibitors of PhoP regulon expression, primary screen, Salmonella Typhimurium, GFP reporter (AID 1863); one-dose inhibition, % at 50 µM; IC50 in µM for titrated hits; actives 0.16% (n = 300,000); S. Typhimurium PhoP-regulated promoter GFP reporter, 4 h; higher % means a stronger effect;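 active = inhibition over 29.93%, a cutoff 3 SD above the screen mean, later confirmed by dose response; inconclusive = inhibition over 29.93% but no dose response follow-up; inactive = inhibition at most 29.93% or unconfirmed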;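 also: 0% = low Mg2+ inducing control and 100% = high Mg2+ repressing control; strong numbers were not always called active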
# GPR35 antagonists – GPR35 antagonists blocking zaprinast-driven arrestin recruitment, primary screen, imaging, U2OS, beta-arrestin-GFP, zaprinast agonist (AID 2058) | U2OS GPR35 beta-arrestin-GFP translocation imaging, zaprinast antagonism; higher % means a stronger effect | inhibition, % at 10 µM; hits with a dose series show IC50 in µM | actives 0.052% (n = 290,000);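 active = inhibition of at least 50% with at least 30 cells and total cytoplasm GFP at most 10,000,000; inconclusive = under 30 cells or total GFP of 10,000,000 plus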
# NTR1 agonist – agonists of NTR1, primary screen, imaging, U2OS cells, beta-arrestin-GFP, high content (AID 493036) | NTR1-U2OS beta-arrestin-GFP spot imaging, agonist mode | P30989 | activation, % at 20 µM | actives 0.17% (n = 330,000);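 active = activation at or above 40% of the spot to cytoplasm intensity ratio, with at least 20 cells analyzed; inconclusive = wells under 20 cells, flagged as cytotoxic or low count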;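 also: 0% = DMSO without peptide and 100% = 100 nM NTR1 peptide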
# Target sequence (P30989 whole entry, looked up): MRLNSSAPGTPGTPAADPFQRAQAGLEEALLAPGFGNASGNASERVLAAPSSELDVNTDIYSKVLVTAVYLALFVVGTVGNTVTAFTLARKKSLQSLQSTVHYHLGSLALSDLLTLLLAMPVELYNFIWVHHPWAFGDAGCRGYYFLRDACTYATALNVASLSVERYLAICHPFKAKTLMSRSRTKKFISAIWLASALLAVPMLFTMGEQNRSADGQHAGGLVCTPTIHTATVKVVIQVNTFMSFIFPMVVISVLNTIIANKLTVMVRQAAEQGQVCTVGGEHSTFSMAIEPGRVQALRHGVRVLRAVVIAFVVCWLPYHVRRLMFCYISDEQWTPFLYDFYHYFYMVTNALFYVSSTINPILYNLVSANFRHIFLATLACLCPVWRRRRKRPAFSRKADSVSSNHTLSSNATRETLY
# Siah-1 displacement – blockers of Siah-1 interaction with plectin peptide – biochemical, fluorescence polarization, rhodamine-plectin, uHTS, primary screen (AID 1817). Siah-1 / rhodamine-plectin peptide fluorescence polarization; higher % means a stronger effect. actives 0.02% (n = 290,000). displacement, % at 20 µM; hits with a dose series show IC50 in µM;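 active = displacement of at least 50% at 20 µM, with a fluorescence ratio check between 0.3 and a set limit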;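 also: plate controls were Siah plus tracer with DMSO for no effect and tracer alone without Siah for full effect; strong numbers were not always called active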
# Myeloid diff 2 – compounds promoting myeloid differentiation | ER-HoxA9 myeloid progenitors, lysozyme-GFP differentiation, flow cytometry | calls only at 10 µM | actives 1% (n = 360,000);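 active = normalized GFP-positive differentiation at or above the plate's own cutoff, the solvent-only control mean plus 3 SD; inconclusive = no clear call, values can overlap the other calls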;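 also: cells exposed to compound for four days before flow analysis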
# MgcRacGAP inhibition – MgcRacGAP GTPase-activating activity inhibitors, confirmation, biochemical, ADP Hunter fluorescence | actives 0.6% (n = 340,000) | inhibition, % at 30 µM; hits with a dose series show IC50 in µM | MgcRacGAP-stimulated Rac1 GTP hydrolysis, ADP Hunter fluorescence; higher % means a stronger effect; GST-tagged Rac1 F28L mutant substrate;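 active = first-screen hits whose inhibition reached a set limit at any dose in the follow-up dose series; inconclusive = inhibition above the set first-screen limit but never retested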;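 also: fluorescence reports GDP produced by GAP-driven GTP hydrolysis; strong numbers were not always called active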
# GPR55 LPI antagonism – GPR55 antagonists blocking LPI-driven arrestin recruitment, primary screen, imaging, U2OS, beta-arrestin-GFP, LPI agonist (AID 2013) | U2OS GPR55 beta-arrestin-GFP translocation imaging, LPI antagonism; higher % means a stronger effect | actives 0.13% (n = 290,000) | one-dose inhibition, % at 10 µM; IC50 in µM for titrated hits;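 active = spots per cell inhibited over 60%, with over 100 cells counted and total cytoplasm intensity under 500,000; inconclusive = wells with under 100 cells, flagged as likely toxic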;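 also: U2OS cells stably carrying GPR55 and arrestin-GFP stimulated by 5 µM LPI near EC80; imaged beta-arrestin-GFP aggregate spots per cell after agonist stimulation; plate controls were LPI-stimulated DMSO wells for no effect and DMSO wells without LPI for full effect; some results filed as inactive read as strong as hits; confirmed hits need IC50 under 10 µM and bright autofluorescent wells are also inconclusive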
# LYP phosphatase – inhibitors of LYP phosphatase, biochemical, fluorescence intensity, uHTS (AID 1779) | recombinant LYP phosphatase, fluorescence intensity; higher % means a stronger effect | inhibition, % at 11.5 µM, or IC50 in µM where a hit was titrated | actives 0.054% (n = 290,000); in the data active = inhibition above about 50%;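 also: plate controls were vehicle with enzyme for no effect and no enzyme for full effect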
# NTR1 agonist cell count 20 µM – second read-out of NTR1 agonist, no call of its own (marks repeat the call); cell count; measured here: cell count, cytotoxicity flag
# Myeloid diff 2 GFP+ MAC1+ % – recorded beside Myeloid diff 2, whose call it bears; GFP+ MAC1+ double positive, %; measured here: differentiation confirmed by MAC1 staining
# An asterisk follows results filed as active; i = inactive; ? = inconclusive; . = not tested or not shown.
molecule	HIV fusion peptide	PhoP inhibition	GPR35 antagonists	NTR1 agonist	NTR1 agonist cell count 20 µM	Siah-1 displacement	Myeloid diff 2	Myeloid diff 2 GFP+ MAC1+ %	MgcRacGAP inhibition	GPR55 LPI antagonism	LYP phosphatase
CCc1ccc(-c2csc(NC(=O)C3=NN(c4ccccc4)C(=O)CC3)n2)cc1	7.4%	3%	-11%	20	87	6%	i	0.5	4%	4%	-5%
CC(C)OCCCNC(=O)c1ccc(CS(=O)(=O)c2cccc(C(F)(F)F)c2)o1	-1.4%	5%	-9%	-1.5	76	-6%	i	0.4	6%	-1%	-4%
CC1(C)CC(=O)C(C=Nc2ccc(NC3=C(C#N)C(=O)CC(C)(C)C3)cc2)=C(O)C1	-1.3%	10%	0%	1.2	84	-3%	i	0.8	7%	-12%	0%
O=C(Nc1ccc2ncccc2c1)c1ccccc1Cl	0.5%	6%	0%	2.3	105	9%	i	0.5	-2%	4%	-6%
CCOc1ccc(NC(=O)C2C(C(=O)O)C3(Cl)C(Cl)=C(Cl)C2(Cl)C3(Cl)Cl)cc1 (configuration not stated)	25%	0%	0%	-0.1	95	-1%	i	0.2	.	9%	-6%
Cc1c(Cl)c([N+](=O)[O-])nn1Cc1ccc(C(=O)NN)o1	-2.8%	2%	12%	4.5	56	-3%	i	1.0	.	-2%	-8%
COCCNC(=O)c1cc2ncc(Br)cn2n1	-1.0%	3%	-1%	-1.2	53	0%	i	6.6	2%	-3%	-5%
COCCCNC(=O)c1c(N)n(-c2ccc(S(N)(=O)=O)cc2)c2nc3ccccc3nc12	-1.4%	-12%	-6%	1.5	57	2%	i	0.6	9%	13%	-8%
COCCn1c(SCC(=O)Nc2cc(C(C)(C)C)nn2-c2ccccc2)nnc1-c1ccncc1	-1.3%	-2%	-16%	0.6	47	10%	i	0.6	4%	8%	-4%
CCN(CC)C(=O)c1cnn(-c2ccccc2)c1NC(=O)c1cccc(F)c1	25%	2%	13%	0.7	63	-1%	i	0.5	6%	8%	-8%
Nc1ccc(C(=O)OCC(=O)N2CCOCC2)cc1[N+](=O)[O-]	2.1%	6%	3%	0.6	96	-1%	i	0.8	3%	4%	-1%
CCCCOC(=O)c1ccc(NC(=O)C(=O)CC(=O)c2ccc(OC)cc2)cc1	3.9%	-4%	9%	13	86	3%	i	0.4	4%	8%	1%
COc1cc2c(cc1OC)CN(Cc1nc3ccsc3c(=O)[nH]1)CC2	4.6%	10%	-6%	1.4	57	-5%	i	0.3	1%	-18%	-9%
COc1ccc(/C=N/N2C(=O)c3ccccc3C2=O)cc1	1.2%	-13%	-9%	-0.3	51	1%	i	0.6	-4%	-1%	-3%
CCC(CC)C1=NN2C(=N)/C(=C\c3cc(C)n(-c4cccc(C)c4)c3C)C(=O)N=C2S1	24%	-13%	15%	7.4	52	2%	i	0.6	-6%	10%	6%
O=C(Oc1ccccc1-c1csnn1)c1cccs1	-1.6%	-5%	3%	-0.9	51	2%	i	0.1	6%	-8%	-4%
CC1=NN(C(N)=S)C(=O)C1N=Nc1ccc(Cl)cc1Cl (configuration not stated)	25%	3%	-4%	2.0	56	-7%	i	0.3	19%	7%	-1%
COc1ccc(/C=N/NC(=O)c2ccccc2F)cc1CN1CCN(c2ccc(F)cc2)CC1	-2.2%	6%	5%	.	.	-4%	i	1.0	5%	14%	-4%
COc1cc(NS(C)(=O)=O)cc(OC)c1OC	2.6%	5%	3%	2.1	45	8%	i	0.1	7%	13%	-10%
CCN(CC)S(=O)(=O)c1ccc(NC(=O)COC(=O)CNS(=O)(=O)/C=C/c2ccccc2)cc1	4.5%	-11%	-4%	5.6	60	-1%	i	0.6	6%	-3%	-1%
O=C(NNC(=O)C1CC1)c1ccc(-c2ccccc2)cc1	3.1%	4%	8%	0.6	58	1%	i	8.8	-7%	3%	-7%
Clc1ccccc1-c1nnn(Cc2ccc(-c3nn[nH]n3)cc2)n1	20%	-11%	14%	0.7	44	2%	i	1.0	-10%	22%	-7%
O=C(Cc1c(F)cccc1Cl)N(Cc1ccccc1)c1ccccn1	-1.2%	-2%	-14%	0.2	45	2%	i	0.9	5%	18%	-6%
COc1ccc(N(C(=O)c2ccn[nH]2)C(C(=O)NC(C)(C)C)c2ccc(F)cc2)cc1 (configuration not stated)	-2.2%	-7%	-2%	0.3	80	1%	i	0.0	1%	-4%	-3%
CC(C(=O)c1c[nH]c(C(N)=O)c1)c1ncc(C(F)(F)F)cc1Cl (configuration not stated)	-1.1%	4%	-6%	-1.0	65	3%	i	0.4	-3%	-9%	0%
Cc1cccc(OCC(=O)Nc2ccc3c(c2)nc(CN2CCCCC2)n3C)c1	-1.3%	.	-1%	1.4	62	5%	i	0.0	-6%	4%	-8%
C=CCn1c(SCC(=O)NC(=O)NC)nnc1C1CCCCC1	2.5%	-5%	-2%	-0.1	77	9%	i	1.2	5%	10%	0%
O=C(O)c1ccc(CSc2nc3ccccc3c(=O)n2-c2ccccc2)cc1	5.2%	4%	8%	2.0	51	-4%	i	0.8	2%	10%	-5%
COc1ccc(NC(=O)CN2CCC(C(N)=O)(N3CCCCC3)CC2)c(OC)c1	-0.9%	0%	14%	-0.1	48	3%	i	0.2	-3%	9%	-2%
Cc1cccc(C)c1-n1cccc1/C=C1\SC(=S)N(c2cccc(C(=O)O)c2)C1=O	22µM*	-3%	10%	3.9	49	30%	i	0.5	-1%	22%	4%
COC(=O)C1=C(C(=O)OC)[C@@H]2Nc3ccccc3[C@@]23C[C@@H](C(=O)OC)N(C(C)=O)C3=N1	-0.7%	-7%	-6%	-0.2	82	10%	i	0.6	11%	11%	-6%
O=[N+]([O-])c1ccc(C2(O)CN(c3ccccc3)C3=[N+]2CCS3)cc1 (configuration not stated)	1.2%	1%	6%	6.4	60	-4%	i	0.5	8%	0%	-2%
O=C(CCCCCn1c(=S)[nH]c2ccccc2c1=O)N1CCOCC1	-0.6%	1%	9%	-0.6	88	-2%	i	2.5	8%	-3%	-8%
COc1ccc(-c2csc(NC(=O)c3ccc(N4C(=O)CCC4=O)cc3)n2)cc1	-0.7%	5%	-4%	3.2	63	4%	i	0.6	7%	14%	-9%
O=C(C1CCC1)N1CCC(O)(c2cccc(F)c2)CC1	0.0%	-8%	-4%	-1.2	54	-3%	i	0.2	4%	-2%	-5%
Cc1cccc(C(=O)N2CCN(C(=O)c3cccc(C)c3)C(C)C2)c1 (configuration not stated)	-1.5%	-4%	7%	-0.9	64	2%	i	0.9	7%	5%	1%
Cc1cccc(N2CCN(C(=O)c3ccc(NC4=NC5CS(=O)(=O)CC5S4)cc3)CC2C)c1 (configuration not stated)	-0.3%	-5%	-9%	1.5	69	1%	i	2.0	10%	12%	-7%
CC1CCCCN1C(=O)CSc1nc2ccsc2c(=O)n1Cc1ccccn1 (configuration not stated)	-1.8%	0%	-2%	2.9	81	-2%	i	6.2	8%	-7%	-2%
COc1nc(OC)nc(N2CCC(C(=O)NCc3ccc(F)cc3)CC2)n1	0.3%	-1%	26%	-0.5	52	0%	i	6.2	4%	11%	3%
Cc1ccc(S(=O)(=O)N(C)c2ccc(OCC(=O)OCC(=O)N(CC#N)c3ccccc3)cc2)cc1	.	-1%	.	2.7	54	.	i	1.2	6%	.	.
CC(C)NS(=O)(=O)c1ccc(NC(=S)NC(=O)c2cccc([N+](=O)[O-])c2)cc1	-0.7%	-2%	8%	2.3	69	2%	i	0.9	-5%	-11%	-5%
C=CCn1c(CCNC(=O)c2ccccc2F)nnc1SCC(=O)Nc1nc(C)cs1	0.6%	4%	2%	0.5	42	-1%	i	0.4	1%	8%	-7%
O=C(CN1C(=O)NC2(CCCCC2)C1=O)Nc1cc(C(F)(F)F)ccc1N1CCCCC1	.	2%	.	4.5	65	.	i	0.3	8%	.	.
CCCCNC(=O)C1CCN(Cc2ccc(OCc3ccccc3)cc2)CC1	-1.3%	1%	6%	-0.7	34	12%	i	1.2	?	16%	-5%
Cc1ccc[n+](/C(C(=S)NCc2ccco2)=C(/[O-])c2ccccc2Cl)c1	-1.2%	-11%	0%	-0.2	90	-1%	i	1.1	6%	-5%	0%
CN(C)CCNC(=O)/C(=C/c1ccc(-c2cccc(Cl)c2)o1)NC(=O)c1ccccc1	-3.1%	-14%	.	5.4	29	-2%	i	0.6	0%	6%	-6%
Cc1ccnc(NS(=O)(=O)c2ccc(NC(=O)c3cc(-c4ccc(Br)cc4)nc4ccccc34)cc2)n1	4.9%	-4%	-6%	5.2	54	13%	i	0.6	3%	3%	8%
COC(=O)c1c(NC(=O)COC(=O)c2ccc(NC(=O)CC#N)cc2)sc2c1CCCCC2	29%	-4%	-10%	8.9	51	-10%	i	0.1	2%	4%	1%
CCCC(C(=O)Nc1cc(S(=O)(=O)N2CCOCC2)ccc1OC)c1ccccc1 (configuration not stated)	0.6%	-4%	4%	-0.6	59	2%	i	0.5	11%	17%	-7%
COC(=O)c1ccc(N/C(=N/S(=O)(=O)c2ccccc2)c2ccccc2)cc1	-0.8%	-1%	-25%	2.1	82	2%	i	0.5	8%	0%	-6%

# Whole records from above. Values in the order: HIV fusion peptide	PhoP inhibition	GPR35 antagonists	NTR1 agonist	NTR1 agonist cell count 20 µM	Siah-1 displacement	Myeloid diff 2	Myeloid diff 2 GFP+ MAC1+ %	MgcRacGAP inhibition	GPR55 LPI antagonism	LYP phosphatase
# O=C(CN1C(=O)NC2(CCCCC2)C1=O)Nc1cc(C(F)(F)F)ccc1N1CCCCC1 across the screens: .	2%	.	4.5	65	.	i	0.3	8%	.	.
# COc1ccc(-c2csc(NC(=O)c3ccc(N4C(=O)CCC4=O)cc3)n2)cc1 across the screens: -0.7%	5%	-4%	3.2	63	4%	i	0.6	7%	14%	-9%
# O=C(C1CCC1)N1CCC(O)(c2cccc(F)c2)CC1 across the screens: 0.0%	-8%	-4%	-1.2	54	-3%	i	0.2	4%	-2%	-5%
